# RGS4 inh = human RGS4 inhibition. P49798. HEK293 M3R/RGS4 inducible, Fluo-4 calcium flux; stronger effect = higher value; triggered by carbachol at its EC20. B-score at 10 µM. actives 0.45% (n = 310,000). AID 463165;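 active = B-score, a plate-corrected calcium signal, over three deviations above library mean, with baseline fluorescence within five deviations of library mean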;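 also: RGS4 expression induced by doxycycline in cells with stable M3 receptor; B-score is computed from the integrated fluorescence ratio over baseline after carbachol; higher B-score means a larger calcium signal and so more RGS4 inhibition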
# SKKanGAS inh = SKKanGAS growth inhibition. S. pyogenes SKKanGAS, kanamycin growth, BacTiter-Glo, 6 h. inhibition, % at 7.5 µM. actives 1.3% (n = 300,000). AID 1662;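 active = mean replicate score, as percent of positive control median, at least 50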;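 also: strain carries kanamycin resistance gene driven by streptokinase promoter and grows in 40 µg/ml kanamycin; loss of luminescence reflects streptokinase promoter inhibition or plain growth inhibition; 0% = median of DMSO wells and 100% = positive control at its reference dose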
# RGS4 pot = potentiators or activators of RGS4 | HEK293 M3R/inducible RGS4, carbachol calcium flux Fluo4; stronger effect = lower value | B-score at 10 µM | actives 0.92% (n = 310,000);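 active = B-score of the integrated calcium signal more than 4 SD below the library mean, with starting fluorescence not abnormally high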;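 also: negative B-score means reduced calcium response which marks RGS4 activation or potentiation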
#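 Assay system: Inducible-RGS4 HEK293 cells carrying M3 receptor | Schedule: Compound preincubation 20 min at room temperature before agonist | Signal: Kinetic calcium fluorescence imaging with Fluo4-AM dye, 2 µM | Read-out basis: B score from integrated fluorescence ratio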
# TMEM16A inh = inhibitors of mouse TMEM16A calcium-activated chloride channel | HEK293 TMEM16A/YFP iodide influx fluorescence, ionomycin | normalized B-score (activity score, 25-100; higher = stronger inhibition) at 10 µM | actives 1.2% (n = 310,000);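 active = ratio plate-corrected score three or more library SD toward inhibition, starting fluorescence score within five deviations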;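 also: score derived from kinetic fluorescence span divided by baseline fluorescence per well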
# ANO1 activ = activators or potentiators of mouse TMEM16A chloride channel; AID 623877; HEK293 TMEM16A/YFP-H148Q/I152L, iodide quench fluorescence; stronger effect = lower value; B-score at 10 µM; actives 0.3% (n = 340,000);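 active = fluorescence-ratio B-score plate-corrected deviation score at least 3 library SD below zero, with starting fluorescence score within 5 deviations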;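 also: channel opened by trigger with iodide after compound preincubation; score built on the fluorescence ratio of max minus min over baseline; more negative score means more quench and so TMEM16A activation or potentiation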
# KCNK9 block = inhibitors of human KCNK9 two-pore domain potassium channel; Q9NPC2; HEK293 KCNK9, FluxOR thallium flux fluorescence; stronger effect = lower value; actives 1.2% (n = 310,000); B-score at 10 µM;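 active = ratio B-score over 3 SD below the library mean, with starting fluorescence within 5 SD of its mean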;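 also: negative B-score means less thallium flux so channel inhibition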
# HDAC3 inhib = inhibitors of human histone deacetylase 3; recombinant HDAC3, fluorogenic peptide/trypsin coupled, fluorescence; AID 2718; actives 0.15% (n = 320,000); O15379; inhibition, % at 8.3 µM; in the data active = inhibition above about 26%, passing the limit was not always enough
# Target sequence (O15379 whole entry, looked up): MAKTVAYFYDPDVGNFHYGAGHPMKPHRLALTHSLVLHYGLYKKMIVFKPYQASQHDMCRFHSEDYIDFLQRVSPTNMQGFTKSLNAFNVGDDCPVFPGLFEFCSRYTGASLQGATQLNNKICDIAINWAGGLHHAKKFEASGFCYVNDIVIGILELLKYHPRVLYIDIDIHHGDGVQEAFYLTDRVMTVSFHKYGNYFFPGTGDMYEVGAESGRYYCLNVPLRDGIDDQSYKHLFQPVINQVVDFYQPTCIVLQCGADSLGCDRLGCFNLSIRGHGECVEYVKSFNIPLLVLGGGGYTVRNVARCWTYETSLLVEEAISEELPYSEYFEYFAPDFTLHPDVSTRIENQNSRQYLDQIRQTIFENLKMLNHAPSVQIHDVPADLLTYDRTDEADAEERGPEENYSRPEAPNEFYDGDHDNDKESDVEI
# hERG rescue = compounds protecting human hERG from proarrhythmic drug block; actives 0.51% (n = 310,000); Q12809; AID 1511; activation (rescue from dofetilide block), less the hit threshold, % at 10 µM; CHO-hERG, FluxOR thallium flux, dofetilide IC70 present;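 active = activation above the mean of controls blocked by dofetilide plus 5 SD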;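 also: thallium influx through hERG after potassium depolarization seen as dye fluorescence rise; in these data hits start at about 4.7%; inactives centre near -7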
# KCNQ1 inh = blocks the human KCNQ1 potassium channel; actives 1.3% (n = 310,000); B-score at 10 µM; CHO-K1 KCNQ1, FluxOR thallium flux fluorescence; stronger effect = higher value; AID 2642; P51787;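 active = compounds whose thallium flux B-score, printed positive for inhibition, exceeds three library SD while starting fluorescence stays within three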;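 also: channel opened by potassium depolarization with thallium stimulus after 20 min compound exposure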
# Target sequence (P51787 whole entry, looked up): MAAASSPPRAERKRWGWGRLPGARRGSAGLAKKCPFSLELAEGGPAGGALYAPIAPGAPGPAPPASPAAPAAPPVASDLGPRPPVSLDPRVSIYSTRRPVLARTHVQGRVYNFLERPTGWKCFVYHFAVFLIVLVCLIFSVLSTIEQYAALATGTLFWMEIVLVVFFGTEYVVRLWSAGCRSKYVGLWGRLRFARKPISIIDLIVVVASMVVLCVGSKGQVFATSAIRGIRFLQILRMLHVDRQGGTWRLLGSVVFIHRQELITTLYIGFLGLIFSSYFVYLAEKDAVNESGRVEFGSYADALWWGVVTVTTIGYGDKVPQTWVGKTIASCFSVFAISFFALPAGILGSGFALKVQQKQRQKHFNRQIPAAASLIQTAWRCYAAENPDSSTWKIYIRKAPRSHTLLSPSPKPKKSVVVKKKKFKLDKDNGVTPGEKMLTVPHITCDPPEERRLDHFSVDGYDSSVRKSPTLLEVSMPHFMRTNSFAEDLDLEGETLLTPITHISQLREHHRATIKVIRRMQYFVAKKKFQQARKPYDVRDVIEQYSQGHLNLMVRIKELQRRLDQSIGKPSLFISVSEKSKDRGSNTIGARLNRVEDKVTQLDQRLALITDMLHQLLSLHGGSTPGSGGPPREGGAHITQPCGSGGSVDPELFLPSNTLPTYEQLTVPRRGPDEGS
# KCNQ1 pot = potentiators or activators of human KCNQ1 potassium channel | P51787 | CHO-K1 KCNQ1, thallium flux FluxOR fluorescence; stronger effect = higher value | B-score at 10 µM | actives 0.35% (n = 310,000);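 active = fluorescence ratio B-score, a plate-corrected score, at least three library SD, with initial intensity B-score within 5 SD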
#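 Material: CHO-K1 cells stably expressing KCNQ1. Medium: assay buffer for compound exposure, DMSO matched across wells. Reagent: K+/Tl+ depolarizing stimulus. Compound dosing: single-concentration screen. Times: 37 °C overnight plating, 90-min dark dye load, 20-min compound pretreatment. Technique: FluxOR Tl+ flux fluorescence.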
# KCNK3 block = human KCNK3 channel inhibition, primary screen. B-score at 10 µM. actives 0.84% (n = 340,000). O14649. AID 602410. CHO-KCNK3 thallium flux, FluxOR fluorescence; stronger effect = lower value;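 active = B-score under library mean minus 4 SD, starting fluorescence ratio at most library mean plus 5 SD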;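 also: more negative B-score means stronger inhibition of thallium flux through KCNK3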
# Starred values were filed as active, the others as inactive; i = inactive; nt = not tested or not shown. This is a random part of the collection; about 6.3% have a hit in one of these screens.
SMILES,RGS4 inh,SKKanGAS inh,RGS4 pot,TMEM16A inh,ANO1 activ,KCNK9 block,HDAC3 inhib,hERG rescue,KCNQ1 inh,KCNQ1 pot,KCNK3 block
CC(Oc1ccc(Cl)cc1)C(=O)N(C)CC(=O)Nc1ccc(N2CCOCC2)cc1 (stereo not given),i,1,i,i,i,i,2,-18,i,i,i
CC1CN(C(=O)c2cc3c(=O)n4ccccc4nc3n2C)CC(C)O1 (stereo not given),i,3,i,i,i,i,-49,-6,i,i,i
CCC(C)c1ccc(NC(=S)NCc2ccccn2)cc1 (stereo not given),i,6,i,i,i,i,1,-13,i,i,i
CC(=O)Cn1ncc(N2CCCCC2)c(Cl)c1=O,i,-3,i,i,i,i,1,-6,i,i,i
Cn1nc(C(C)(C)C)c(NC(=O)c2ccc(F)cc2)c1C(C)(C)C,i,-3,i,i,i,i,-2,0,i,i,i
O=c1[nH]n(-c2ccccc2Cl)c(=O)c2ccccc12,i,-4,i,i,i,i,5,-3,i,i,i
COCCC(=O)N1CCC(Oc2ccc(C(=O)NCCC3=CCCCC3)cc2)CC1,i,5,i,i,i,i,3,-8,i,i,i
Cc1c(NC(=O)OC(C)C)sc(=S)n1C,i,-5,i,i,i,i,4,3,i,i,i
COc1ccc(C(=O)N2CCN(c3ccccc3)CC2)cc1S(=O)(=O)N1CCOCC1,i,1,i,i,i,i,1,-6,i,i,i
CC(C)N(C(=O)Cn1c(-c2ccccc2Cl)nc2ccccc21)c1ccccc1,i,-20,i,i,i,i,-1,-5,i,i,i
O=C(NNC(=O)c1c(O)c2ccccc2[nH]c1=O)c1ccccc1,i,13,i,i,i,i,-10,-10,i,i,i
COc1ccc(OCc2cc(C(=O)N3CCN(CC4CC4)CC3)no2)c(Cl)c1,i,0,i,i,i,i,2,-8,i,i,i
CCSC1=N/C(=C\c2ccc(-c3ccccc3[N+](=O)[O-])o2)C(=O)S1,i,4,i,i,i,i,-3,-10,i,i,i
CC(C)OCCCNc1nc2c([nH]1)c(=O)n(C)c(=O)n2C,i,-3,i,i,i,i,5,-7,i,i,i
Cc1ccc(-c2nc3ccccc3[nH]c2=O)cc1,i,9,i,i,i,i,-14,-4,i,i,i
Cc1cc(CN2CCCCC2C(=O)Nc2ccc(Oc3cccnc3)cc2)oc1C (stereo not given),i,5,i,i,i,i,7,-8,i,i,i
O=C(OCc1nc(-c2ccccc2)oc1COC(=O)c1ccco1)c1ccco1,i,2,i,i,nt,i,4,-3,i,i,-9.1*
COc1ccccc1C(C)NCC(=O)NCc1ccc(C)cc1 (stereo not given),i,-1,i,i,i,i,-13,-6,i,i,i
CC(=O)c1cc2c(C)cc(=O)oc2cc1O,i,4,i,i,i,i,2,-4,i,i,i
CC(CN1CCN(Cc2ccccc2)CC1)OC(=O)c1ccco1 (stereo not given),i,-4,i,i,i,i,nt,-17,i,i,i
CCCc1c(O)nc(SCC(=O)N2CCCCC2)[nH]c1=O,i,0,i,i,i,i,-6,-6,i,i,i
COc1ccc(C(=O)CSc2ccc(-c3ccco3)nn2)cc1,i,-1,i,i,i,i,1,-15,i,i,i
N#Cc1c(NCCO)ccc([N+](=O)[O-])c1NCCO,i,24,i,i,i,i,7,-6,i,i,i
O=[N+]([O-])c1ccc(N2CCN(Cc3ccncc3)CC2)cc1,i,2,i,i,i,i,7,-6,i,i,i
O=C(c1cc([N+](=O)[O-])ccc1N1CCOCC1)N1CCN(c2ccc([N+](=O)[O-])cc2)CC1,i,16,i,i,i,i,6,-20,i,i,i

# Overlap with the part before: 2 compounds; new compounds follow.
SMILES,RGS4 inh,SKKanGAS inh,RGS4 pot,TMEM16A inh,ANO1 activ,KCNK9 block,HDAC3 inhib,hERG rescue,KCNQ1 inh,KCNQ1 pot,KCNK3 block
O=[N+]([O-])c1ccc(N2CCN(Cc3ccncc3)CC2)cc1,i,2,i,i,i,i,7,-6,i,i,i
O=C(c1cc([N+](=O)[O-])ccc1N1CCOCC1)N1CCN(c2ccc([N+](=O)[O-])cc2)CC1,i,16,i,i,i,i,6,-20,i,i,i
CCOc1ccc(C(=O)N2CCC3(CC2)NCCc2[nH]cnc23)cc1OCC,i,2,i,i,i,i,-3,-5,i,i,i
COc1ccc(/C=C/C(=O)N[C@@H](C)C(=O)O)cc1,i,2,i,i,i,i,0,-10,i,i,i
Nc1ccc(-n2c(N)c(C(=O)NCc3ccc4c(c3)OCO4)c3nc4ccccc4nc32)cc1,i,4,i,i,i,i,-6,-8,i,i,i
Cc1cccn2c(=O)c(C=Nc3ccccc3)c(NCCO)nc12,i,-4,i,i,i,i,-11,2,i,i,i
CCOC(=O)C1CCCN(C(=O)/C(=C/c2ccco2)NC(=O)c2ccccc2)C1 (stereo not given),i,-6,-7*,i,i,i,3,-12,i,i,i
O=C(CCCCCN1C(=O)CCC1=O)Nc1ncn[nH]1,i,0,i,i,i,i,3,-9,i,i,i
Cn1c(SCC(=O)N2CCN(S(=O)(=O)c3ccccc3)CC2)nc2ccccc21,i,4,i,i,i,i,9,-11,i,i,i
CCOC(=O)C(CC)n1cnc2c(cnn2-c2ccc(Cl)cc2)c1=O (stereo not given),i,7,i,i,i,i,2,-3,i,i,i
O=C(c1cn(CC(=O)N2CCCC2)c2ccccc12)C1CCCCC1,i,0,i,i,i,i,1,-5,i,i,i
COCCCn1c(SCC(=O)NC2CCCC2)nnc1-c1cccs1,i,5,i,i,i,i,-9,-2,i,i,i
CCOC(=O)N1CCN(CC(=O)Nc2ccc([N+](=O)[O-])cc2C(=O)Nc2ccccc2F)CC1,i,-11,i,i,i,i,10,-8,i,i,i
Oc1c(Cl)cc(Cl)cc1C=Nc1ccc(Br)cc1,i,9,i,i,i,i,0,5.0*,i,i,i
CC12CCC(C(=O)NCCN3CCCCC3)(CC1=O)C2(C)C (stereo not given),i,4,i,i,i,i,-8,-1,i,i,i
COc1ccc(-n2c(Cc3cccn3C)nnc2SCC(=O)Nc2ccccc2C)cc1,i,2,i,i,i,i,-5,-7,i,i,i
COc1ccccc1N1CCN(C(=O)CN(c2cc(C)cc(C)c2)S(C)(=O)=O)CC1,i,-5,i,i,i,i,-1,-6,i,i,i
Brc1nc(-c2ccccc2)nc(-c2ccccc2)c1Br,i,3,i,i,i,i,4,-6,i,i,i
COc1ccc2[nH]c3c(NCCN4CCCCC4)ncnc3c2c1,i,19,i,i,i,i,-17,-1,i,i,i
O=C(Nc1ccccn1)c1ccc(C(=O)c2ccccc2)cc1,i,-18,i,i,i,i,-4,-16,i,i,i
Cc1ccc(OCCn2ncc3ccccc3c2=O)c(C)c1,i,-2,i,i,i,i,0,-5,i,i,i
COc1ccc(S(=O)(=O)N2CCCC2CNC(=O)C(=O)Nc2ccc(F)cc2)cc1 (stereo not given),i,-6,i,i,i,i,1,-16,i,i,i
COC(C(=O)Nc1ccnn1C1CCN(Cc2nccs2)CC1)c1ccccc1 (stereo not given),i,51*,i,i,i,i,-1,-13,i,i,i
CC(C)N(Cc1ccccc1)C(=S)Nc1ccc(OC(F)F)cc1,i,0,i,i,i,i,4,-8,i,i,i
C=CCOC(=O)C1=C[C@H](C2CCCCC2)[C@@H](CCCO)[C@H](OCC)O1,i,5,i,i,i,i,16,-10,i,i,i
O=C(CN1C(=O)c2ccccc2C1=O)NC1CCCCCC1,i,0,i,i,i,i,1,-7,i,i,i
Cc1ccc2cccc(OCCOCCOc3ccccc3Br)c2n1,i,-16,i,i,i,i,7,-11,i,i,i

# 3 compounds drawn at random from those above:
SMILES,RGS4 inh,SKKanGAS inh,RGS4 pot,TMEM16A inh,ANO1 activ,KCNK9 block,HDAC3 inhib,hERG rescue,KCNQ1 inh,KCNQ1 pot,KCNK3 block
CC(C)N(Cc1ccccc1)C(=S)Nc1ccc(OC(F)F)cc1,i,0,i,i,i,i,4,-8,i,i,i
O=C(CCCCCN1C(=O)CCC1=O)Nc1ncn[nH]1,i,0,i,i,i,i,3,-9,i,i,i
COCCCn1c(SCC(=O)NC2CCCC2)nnc1-c1cccs1,i,5,i,i,i,i,-9,-2,i,i,i

# Next compounds
SMILES,RGS4 inh,SKKanGAS inh,RGS4 pot,TMEM16A inh,ANO1 activ,KCNK9 block,HDAC3 inhib,hERG rescue,KCNQ1 inh,KCNQ1 pot,KCNK3 block
Cc1cc(C(=O)N/N=C/c2ccc3c(c2)OCO3)c(C)o1,i,-14,i,i,i,i,-6,-13,i,i,i
COc1ccc(C(=O)/C=C/c2cccnc2)c(OC)c1,i,-11,i,i,i,i,0,-6,i,i,i
CC1(C)CC(=O)C(C=NCCN2CCN(C(=O)CCl)CC2)=C(O)C1,i,-1,i,i,i,i,5,-5,i,i,i
COc1ccc(Oc2ccc(/C=C/C(=O)c3cccc(OC)c3)cc2[N+](=O)[O-])cc1,i,-23,i,i,i,i,-2,-14,i,i,i
CC(C)OC(=O)c1ccc(Cn2nnc3ccccc3c2=O)cc1,i,4,i,100*,i,i,1,-12,i,i,i
Cc1cccc(C)c1NC(=O)CN(C)C(=O)c1ccccc1C(=O)N(C)Cc1ccccc1,i,1,i,i,i,i,2,-8,i,i,i
Cc1c(N2C(=O)c3ccccc3C2(O)c2ccccc2)c(=O)n(-c2ccccc2)n1C (stereo not given),i,-2,i,i,i,i,-3,-5,i,i,i
COc1ccc(N(CC(=O)N/N=C/c2cc(OC)ccc2OC)S(=O)(=O)c2ccccc2)cc1,i,18,i,i,i,i,-2,-3,i,i,i
CCc1nccn1CCC(=O)N1CCc2c([nH]c3ccccc23)C1CC(C)C (stereo not given),i,0,i,i,i,i,-2,-9,i,i,i
Cc1ccc(C(=O)Nc2ccc(S(=O)(=O)Nc3cnc4ccccc4n3)cc2)cc1,i,25,i,i,i,i,-5,-2,i,i,i
Cc1cc(C)c2c(c1)cc(C)c1nnc(SCC(=O)N3CCCc4ccccc43)n12,i,0,i,i,i,i,0,-8,i,i,i
CC(=O)c1ccc(S(=O)(=O)N2CCC(Oc3ccc(-n4cnnn4)cc3)CC2)cc1,i,14,i,i,i,i,-4,-7,i,i,i
Cc1cc(N)n(-c2ccc(C)c(C)c2)n1,i,12,i,i,i,i,6,-4,i,i,i
COc1ccccc1-c1cc(C(=O)NCc2cccs2)no1,i,-11,i,i,i,i,4,-9,i,i,i
CC1=CC(=C(C#N)C#N)C=C(C)N1CCC(C)C,i,-6,i,i,i,i,-5,-21,i,i,i

# Compound activity (PubChem BioAssay)
